# Rab9 prom act: qHTS Assay for Rab9 Promoter Activators | Huh7 Rab9 promoter-luciferase reporter, luminescence, 24 h | Potency, µM (highest dose often 9.22 µM), without a hit: at the top dose activation, negative = inhibition, actives largely listed as activators | 2.8% of 320,000 active | AID 485297, 2010; note: potency is the fitted concentration of half-maximal effect; % of control where 0% means no effect; nearly all actives have a fitted effect of over 60% in size
#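 Promoter activation is measured as luciferase luminescence in Huh7 cells stably transfected with a Rab9 promoter–luciferase construct, following 24 h compound exposure at 37 °C and 10 min reagent incubation at ambient temperature.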
# Giardia killer: Small Molecules that selectively kill Giardia lamblia: qHTS. Giardia lamblia trophozoite viability. activity change, % at 7.66 µM, hits read low. 0.15% of 340,000 active. AID 540267, 2011; in the data active = activity change below about -80%; inconclusive = between about -30% and that limit;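 note: parasites exposed to compound for two days anaerobically before the ATP read; % is set by controls: 0 for no effect and ±100 for the full control effect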
#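 Anaerobic 48 hrs incubation at 37 deg C of 100 trophozoites/well with test compounds; ATPLite 1-Step luminescence, 15-30 min RT, reports cellular ATP as viability.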
# Tb PFK inh: qHTS Assay to Find Inhibitors of T. brucei phosphofructokinase; ATP-dependent 6-phosphofructokinase (Trypanosoma brucei brucei), O15648; 0.17% of 330,000 active; T. brucei PFK, ADP-Glo luminescence; AID 485367, 2010; Potency, µM (series often up to 57.5 µM), inactives show at the top dose activity, negative = inhibition, most hits filed as inhibitors;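 note: potency is the fitted concentration of half-maximal effect; 0% = uninhibited 1x PFK enzyme wells and -100% = no-enzyme wells; nearly all actives have a fitted effect of over 60% in size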
# Target sequence (O15648 whole entry, looked up): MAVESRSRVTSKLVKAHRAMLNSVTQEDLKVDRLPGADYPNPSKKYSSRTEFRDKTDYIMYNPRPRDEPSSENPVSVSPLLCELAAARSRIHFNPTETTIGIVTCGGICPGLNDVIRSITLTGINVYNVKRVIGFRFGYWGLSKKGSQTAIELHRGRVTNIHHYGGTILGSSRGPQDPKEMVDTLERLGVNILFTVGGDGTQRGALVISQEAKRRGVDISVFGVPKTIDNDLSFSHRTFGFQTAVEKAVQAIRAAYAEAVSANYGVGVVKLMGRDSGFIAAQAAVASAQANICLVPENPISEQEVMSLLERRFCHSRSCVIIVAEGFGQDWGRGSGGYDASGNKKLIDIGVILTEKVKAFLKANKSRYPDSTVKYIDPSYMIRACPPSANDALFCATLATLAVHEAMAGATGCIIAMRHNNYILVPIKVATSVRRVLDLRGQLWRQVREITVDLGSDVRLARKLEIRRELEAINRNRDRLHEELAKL
#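 PFK 1.25 nM, F6P 0.5 mM, ATP 0.1 mM, 0.1 M TEA pH 8.0, 5 mM MgCl2, 0.01% Tween20, 0.1% BSA; 45 min RT. ADP-Glo readout. qHTS titration up to 57 uM; curves fitted, compounds curve-classed.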
# uPA generation: qHTS for Inhibitors of Cell Surface uPA Generation. cell surface uPA generation assay, qHTS. Potency, µM (doses to about 38.3 µM), for the others: at the highest dose activity change, negative = inhibition, actives largely listed as inhibitors. 0.31% of 330,000 active; active = well fitted inhibition curve with a large enough effect; inconclusive = small, poorly fitted or top-dose-only effect; inactive = no such curve, though single readings can be large or run the other way; tested in mouse RAW 264.7 cells; note: potency is the fitted concentration of half-maximal effect; % is set by controls: 0 for no effect and ±100 for the full control effect; nearly all actives have a fitted effect of over 55% in size
# RORg inh: qHTS for inhibitors of ROR gamma transcriptional activity; Drosophila S2 Gal4-RORgamma UAS-luciferase reporter, 20 h; Potency, µM (doses to about 53.6 µM), without a hit: at the highest dose activity change, negative = inhibition, most hits filed as inhibitors; 5.4% of 310,000 active; AID 2551, 2010; note: potency is the fitted concentration of half-maximal effect; % is set by controls: 0 for no effect and ±100 for the full control effect; nearly all actives have a fitted effect of over 60% in size
#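 ROR gamma transcriptional activity was tracked as Gal4-UAS luciferase output in stably transfected Drosophila Schneider cells, with compound added 1 hr before 700 uM copper sulfate induction and a 20 hr ambient-temperature incubation.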
# KCNH2 3.1 inh: qHTS for Inhibitors of KCHN2 3.1: Mutant qHTS | Potassium voltage-gated channel subfamily H member 2, brain isoform KCNH2 3.1 (human) | U2OS KCNH2 3.1, thallium flux FluxOr; hits give low values | activity change, % (tested at about 1.8 µM) | 0.95% of 340,000 active;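 active = maximum activity change below -70%; inconclusive = maximum activity change from -70% to -50%; inactive = maximum activity change above -50%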;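 note: thallium influx rate constant from kinetic fluorescence after stimulation buffer; % is set by controls: 0 for no effect and ±100 for the full control effect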
#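 U2OS cells transduced with KCNH2 3.1 mutant virus (1.77 x 10^8 /mL, 4 h), plated overnight at 37 C, loaded 45 min with FluxOr dye plus Red40 quencher. Thallium flux rate constant from kinetic reads after stimulation buffer, normalised to controls.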
# VP16 counter: VP16 counterscreen qHTS for inhibitors of ROR gamma transcriptional activity; Drosophila S2 Gal4-VP16 UAS-luciferase, luminescence, 20 h; AID 2546, 2010; 3.5% of 310,000 active; Potency, µM (highest dose often 53.6 µM), for inactives: top-dose activity, negative = inhibition, hits mostly inhibitors;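 note: Gal4-VP16 expression switched on by copper sulfate through the metallothionein promoter; potency is the fitted concentration of half-maximal effect; % is set by controls: 0 for no effect and ±100 for the full control effect; nearly all actives have a fitted effect of over 50% in size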
# NPC1 promoter act: qHTS Assay for NPC1 Promoter Activators. Huh7 NPC1 promoter luciferase reporter, 24 h. AID 485313, 2010. Potency, µM (doses to about 9.22 µM), for the others: at the top dose activation, usual class: activators. 2.4% of 320,000 active;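 note: potency is the fitted concentration of half-maximal effect; % of control where 0% means no effect; nearly all actives have a fitted effect of over 60% in size; reporter is driven by a mutant NPC1 promoter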
#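 Huh7 cells stably carrying NPC1 promoter–luciferase, plated in Opti-MEM with 10% FBS for 2 h, were exposed to compound in DMSO for 24 h at 37 °C; luciferase reagent was added for 10 min and luminescence read.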
# FBPA coupling cs: qHTS Assay for Inhibitors of Fructose-1,6-bisphosphate Aldolase from Giardia Lamblia: Coupling assay counterscreen | coupling enzyme system counterscreen, AmpLite Red fluorescence | activity change, negative = inhibition, % at 58.2 µM, hits read low | 0.67% of 290,000 active | AID 2472, 2010; in the data active = activity change below about -30%; note: % is set by controls: 0 for no effect and ±100 for the full control effect
#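 Activity here indicates interference with the coupling reaction, not aldolase inhibition. Compounds at 57.5 uM final met coupling enzymes for 10 min at RT; substrate and AmpLite Red detection followed, with a 525/598 nm fluorescence read after 20 min.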
# FLuc counter: qHTS profiling assay for firefly luciferase inhibitor/activator using purifed enzyme and Km concentrations of substrates (counterscreen for miR-21 project); Potency, µM (titrated, usually from 57.5 µM), without a hit: top-dose activity change, negative = inhibition, usual class: inhibitors; purified FLuc, Km substrates, luminescence inhibition; 6.9% of 360,000 active;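 note: potency is the fitted concentration of half-maximal effect; plate controls were vehicle for no effect and reference inhibitor for full effect; nearly all actives have a fitted effect of over 55% in size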
# Target sequence (P08659 whole entry, looked up): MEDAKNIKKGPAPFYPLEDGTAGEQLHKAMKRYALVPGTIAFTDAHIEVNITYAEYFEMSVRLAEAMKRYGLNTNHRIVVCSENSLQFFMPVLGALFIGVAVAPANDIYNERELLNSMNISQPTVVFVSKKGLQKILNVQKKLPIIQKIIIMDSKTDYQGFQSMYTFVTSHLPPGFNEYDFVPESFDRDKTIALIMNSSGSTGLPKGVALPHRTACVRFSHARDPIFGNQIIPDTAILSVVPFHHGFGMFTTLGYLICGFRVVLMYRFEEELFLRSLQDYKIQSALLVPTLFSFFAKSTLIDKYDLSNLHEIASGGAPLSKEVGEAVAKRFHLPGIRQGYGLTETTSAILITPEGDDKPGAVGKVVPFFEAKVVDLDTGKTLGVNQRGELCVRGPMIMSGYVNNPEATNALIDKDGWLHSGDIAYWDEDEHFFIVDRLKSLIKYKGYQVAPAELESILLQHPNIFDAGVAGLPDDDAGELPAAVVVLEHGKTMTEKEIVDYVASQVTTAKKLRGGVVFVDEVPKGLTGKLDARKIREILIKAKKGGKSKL
#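 Purified P. pyralis luciferase, 10 nM final, with Km-level 10 uM D-luciferin and 10 uM ATP in 50 mM Tris acetate pH 7.5, 10 mM Mg acetate, 0.01% Tween-20, 0.05% BSA; 6-point qHTS titration about 60 µM downward; luminescence read.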
# ELG1 genotox: qHTS screen for small molecules that induce genotoxicity in human embryonic kidney (HEK293T) cells expressing luciferase-tagged ELG1; HEK293T ELG1-luciferase reporter, luminescence, 16 h; Potency, µM (titrated, usually from 46 µM), inactives show at the top dose activity change, positive = activation, actives largely listed as activators; 1.3% of 330,000 active; note: potency is the fitted concentration of half-maximal effect; % of control where 0% means no effect; nearly all actives have a fitted effect of over 60% in size
#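 HEK293T cells expressing luciferase-tagged ELG1 were exposed to compound or DMSO vehicle for 16 hr at 37 °C and 5% CO2. Luciferase activity was then measured with ONE-Glo after 30 min at room temperature.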
# * hit, by the source's call; ? = inconclusive; . = no result given; [ ] = dose if it differs, or a comment. Unless noted, calls come from the whole dose curve; as a rule, active = well fitted curve in the direction sought with a large enough effect; inconclusive = small, poorly fitted or top-dose-only effect, or another doubt; inactive = no such curve, though single readings can be large; an effect the other way counts as inactive or inconclusive. Not a hit list. About 14% of those tested had a hit in this group.
SMILES,Rab9 prom act,Giardia killer,Tb PFK inh,uPA generation,RORg inh,KCNH2 3.1 inh,VP16 counter,NPC1 promoter act,FBPA coupling cs,FLuc counter,ELG1 genotox
Cn1c(N)c(C(=O)NCc2ccccc2Cl)sc1=S,2%,-2,1%,-12%,19%,-1,-2%,0%,1,1%,1%
CN(C)c1ccc(CN(Cc2ccco2)C(=O)c2ccco2)cc1,0%,-23,-9%,8%,28%,2,-3%,1%,5,-1%,-2%
Cc1ccc(N=Cc2c(O)n(-c3nccs3)c(=O)c3ccccc23)c(C)c1,11%,-27,4%,3%,29%,-16,-4%,-1%,3,6%,7%
O=c1c2cc(Br)ccc2[nH]c(=S)n1Cc1cccnc1,8%,12,1%,-5%,1.1µM*,16,?,-5%,3,0%,0%
CCOC(=O)N1CCN(C(=O)CCCn2c(=S)[nH]c3ccc(Br)cc3c2=O)CC1,-4%,7,-3%,.,13µM*,5,?,-1%,2,0%,-19%
O=C(OCc1ccc(F)cc1)c1cc(=O)c2ccccc2o1,1%,-9,1%,1%,3%,12,-6%,-4%,-4,15µM*,1%
CC(C)=CC(=O)OCC(=O)Nc1cc(C)ccc1C,1%,-13,-7%,6%,28%,-10,-10%,0%,-1,-3%,3%
COc1ccc(COC(=O)NC(C(=O)O)c2ccccc2)cc1 (stereo not given),12%,3,-11%,-18%,.,8,.,3%,.,?,2%
Cc1ccccc1-n1nc(C(=O)O)cc1-c1ccccc1,-1%,-7,-3%,.,17%,10,1%,1%,-8,6%,0%
CCCN(CC(=O)Nc1ccccc1C)C(=O)c1cc(C)oc1C,0%,-10,-17%,-19%,.,-8,.,4%,.,3%,1%
O=C(NCCc1c[nH]c2ccccc12)C1CCN(S(=O)(=O)c2ccccc2F)CC1,16%,5,-2%,8%,0%,16,-4%,9%,7,-5%,-10%
CC(C)CN(C(=O)COC(=O)c1ccc2c(c1)NC(=O)CS2)C1CCS(=O)(=O)C1 (stereo not given),5%,10,3%,-6%,-4%,5,14%,-1%,0,-5%,3%
Cc1cccc(Nc2nc3ccccc3s2)c1C,2.5µM*,-11,-4%,-12%,?,-15,?,3.2µM*,-5,2.4µM*,6.5µM*
CCN(CC)S(=O)(=O)c1cc(C(=O)NC2=NCCS2)ccc1Cl,-2%,-24,-6%,-3%,-26%,-1,17%,6%,3,?,1%
Cc1ccc(CNc2ccc3nnc(-c4ccccc4)n3n2)cc1,0%,-1,-11%,?,-7%,3,9%,-4%,-3,-20%,1%
O=C(NCCc1ccccc1)C(=O)Nc1nccs1,28%,-10,8%,5%,-5%,2,2%,21%,2,-16%,16%
O=C(O)c1ccc(Nc2ncnc3ccccc23)cc1,12%,9,1%,-10%,22%,-24,-5%,-3%,2,?,2%
O=C(/C=C/c1ccccc1)NC(NC(=S)Nc1ccc(Cl)cc1Cl)C(Cl)(Cl)Cl (stereo not given),0%,9,0%,-9%,?,6,5µM*,-1%,0,0%,7%
Cc1cccc(OCC(=O)NCCNC(=O)c2ccco2)c1,6%,-23,-2%,4%,3%,-26,-8%,4%,-1,0%,-10%
O=C1C2CCCN2C(=O)N1CCN1CCN(c2ccccc2)CC1 (stereo not given),-1%,-6,0%,9%,33%,20,2%,-3%,4,-1%,-1%
CCCCn1c(SCC(=O)c2ccc(OCC)cc2)nc2cc(S(N)(=O)=O)ccc21,3%,7,-6%,-3%,6%,-3,-3%,-2%,-4,1%,-4%
CCn1c(CNC(=O)c2ccco2)nnc1SCCOc1ccccc1,?,-5,-11%,1%,6%,12,2%,1%,0,-2%,-8%
Cc1cc(C(=O)NCC2CCCO2)sc1C (stereo not given),6%,-8,-3%,1%,.,-3,.,10%,.,-9%,8%
CCOC(=O)C/C(N)=N/N(C)c1ncc(C(F)(F)F)cc1Cl,1%,15,2%,3%,-7%,-9,-4%,0%,-1,-1%,0%
O=C(CSCc1ccccc1)Nc1cccc(F)c1,23%,3,-9%,-1%,37%,-2,0%,25%,-4,?,?
# (more compounds)
SMILES,Rab9 prom act,Giardia killer,Tb PFK inh,uPA generation,RORg inh,KCNH2 3.1 inh,VP16 counter,NPC1 promoter act,FBPA coupling cs,FLuc counter,ELG1 genotox
N/C(=N\OC(=O)Nc1ccccc1)c1ncc([N+](=O)[O-])s1,-23%,?,0%,-9%,-28%,-1,-27%,-19%,2,1%,5%
CC(=O)c1ccc(NC(=O)CN2CCN(S(=O)(=O)c3ccc4ccccc4c3)CC2)cc1,0%,10,-2%,-23%,.,5,.,-5%,.,4%,3%
COc1ccc(Cl)cc1NC(=O)C(C)OC(=O)Cn1cc(C(F)(F)F)ccc1=O (stereo not given),1%,-11,4%,12%,.,2,.,1%,.,0%,2%
O=C(c1ccco1)N1CCN(c2cc(=O)n(-c3ccc(Cl)cc3)c(=O)[nH]2)CC1,0%,22,1%,-3%,20%,1,0%,-4%,-1,-1%,-11%
COc1ccc(C(=O)Nc2cc3c4c(c2)CC(=O)N4CCC3)cc1,22%,7,-1%,-25%,.,-33,.,8%,.,21µM*,?
O=C(c1ccc(COc2ccccc2Cl)o1)N1CCCC1,23%,15,-1%,5%,1%,14,-8%,14%,0,-18%,-2%
CC(C)c1ccccc1NC(=O)CCCC(=O)O,2%,14,-1%,2%,26%,12,-4%,-1%,5,2%,0%
Cn1c(=O)c(=O)n(C)c2cc(S(=O)(=O)N3CCOCC3)ccc21,-5%,-19,-1%,-1%,-16%,2,1%,3%,7,3%,1%
Nc1nc(COc2ccc(Cl)cc2)cs1,?,2,-4%,-2%,12%,5,15%,?,1,?,?
COc1ccc(-c2noc(=O)n2Cc2ccc(F)cc2Cl)cc1,0%,-2,1%,-1%,-12%,5,6%,2%,4,-2%,-4%
COc1cc(/C=C/C(O)=C/C(=O)/C=C/c2ccc(O)cc2)ccc1O,-1%,-6,3%,-29%,.,-12,.,-1%,.,-25%,10%
COc1ncnc2c1oc1ccccc12,-4%,-15,1%,-5%,12%,-2,-16%,-2%,-1,12µM*,?
COc1cccc(CNC(=O)COC(=O)CCS(=O)(=O)c2ccc(C)cc2)c1,1%,-8,-5%,15%,.,4,.,-4%,.,0%,2%
O=S(=O)(c1ccc(Cl)nc1)N1CCCc2ccccc21,-1%,1,?,-4%,11%,4,-19%,-2%,-33*,5%,0%
O=C(Nc1nc(-c2ccccn2)cs1)c1ncc(Cl)c(Cl)c1Cl,-2%,-23,1%,1%,6.3µM*,7,10µM*,-5%,0,?,-10%
O=C1OC2(CCCCC2)CC2=C1C1O[C@](c3ccsc3)(Cc3c1ccc1ccccc31)O2,15%[1.84 µM],.,-1%[11.5 µM],.,-20%[10 µM],.,-22%[10 µM],13%[1.84 µM],3,?,.
COc1cc2cc(C(C)(C)O)oc(=O)c2cc1OC,-1%,-3,-1%,-2%,.,.,.,-2%,.,0%,3%
Cc1c(NC(=O)CSc2nnc(COc3ccccc3)n2-c2ccccc2)c(=O)n(-c2ccccc2)n1C,-2%,1,-8%,-1%,19%,-5,-3%,-4%,5,1%,0%
Cc1cc(C)c(NC(=O)COC(=O)C2CCN(c3ccc(C(F)(F)F)cn3)CC2)c(Cl)c1,-7%,2,-3%,12%,.,-2,.,-1%,.,3%,1%
CC1CN(Cc2ccccc2)C(C)CC1O (stereo not given),-4%,-15,-2%,-8%,-23%,11,4%,-5%,1,0%,1%
Cc1oc(-c2ccccc2)nc1C(=O)OCC(=O)NC(=O)NCC(C)C,-7%,4,0%,-8%,24%,7,1%,16%,3,0%,4%
C#CCNC(=O)C1=C[C@H](c2ccc(Br)cc2)C[C@H](OCCCCO)O1,-1%,-3,-3%,5%,-1%,.,-11%,-1%,2,-3%,0%
Cc1cc(N/N=C/c2ccc(O)cc2O)nc(-c2ccccc2O)n1,0%,?,-2%,-10%,-1%[10 µM],3,-2%,5%,0,2.7µM*,-5%
O=c1cc(-c2ccccc2)c2cc3c(cc2[nH]1)OCCO3,-2%,14,-2%,-1%,23%,14,14%,-9%,1,2%,5%
CC1CCC(NC(=O)c2ccc(CNc3c(NC4CCCCC4)c(=O)c3=O)cc2)CC1 (stereo not given),-1%,-23,-2%,10%,0%,6,-3%,2%,4,4%,2%
CC1CCC(NC(=O)c2ccc(COc3ccccc3)o2)CC1 (stereo not given),-1%,-11,2%,8%,.,-8,.,-1%,.,-1%,1%
Cc1cc2sc3ccccc3c(=O)c2c(C)c1O,21%,8,-3%,-4%,-23%,-5,20%,16%,1,8.5µM*,15%
c1coc(CSc2ncnc3c2oc2ccccc23)c1,27%,-3,-14%,1%,11%,-1,?,8%,1,19µM*,?

# Bioassay records (PubChem BioAssay)
